KCNK3 inh: human KCNK3 channel inhibition, primary screen; O14649; 340,000 compounds, 0.84% hits; AID 602410; B-score at 10 µM; CHO-KCNK3 thallium flux, FluxOR fluorescence; stronger effect = lower value;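 active = B-score under library mean minus 4 SD, starting fluorescence ratio at most library mean plus 5 SD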;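 also: more negative B-score means stronger inhibition of thallium flux through KCNK3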
RGS4 inh: human RGS4 inhibition | P49798 | HEK293 M3R/RGS4 inducible, Fluo-4 calcium flux; stronger effect = higher value; triggered by carbachol at its EC20 | 310,000 compounds, 0.45% hits | B-score at 10 µM;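 active = B-score, a plate-corrected calcium signal, over three deviations above library mean, with baseline fluorescence within five deviations of library mean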;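 also: RGS4 expression induced by doxycycline in cells with stable M3 receptor; B-score is computed from the integrated fluorescence ratio over baseline after carbachol; higher B-score means a larger calcium signal and so more RGS4 inhibition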
RGS4 act: potentiators or activators of RGS4. HEK293 M3R/inducible RGS4, carbachol calcium flux Fluo4; stronger effect = lower value. B-score at 10 µM. 310,000 compounds, 0.92% hits. AID 463111;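 active = B-score of the integrated calcium signal more than 4 SD below the library mean, with starting fluorescence not abnormally high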;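 also: negative B-score means reduced calcium response which marks RGS4 activation or potentiation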
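System: HEK293 FlpIn-TREx cells, stable M3R, doxycycline-inducible RGS4. Timing: overnight RGS4 induction, 30 min dye load 37 °C, 20 min compound RT. Also added: carbachol, ECmax concentration. Measured by: Fluo4 fluorescence kinetic imaging of calcium. Evaluation: integrated calcium ratio converted to B score.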
KCNQ1 act: potentiates or activates the human KCNQ1 potassium channel | 310,000 compounds, 0.35% hits | B-score at 10 µM | AID 2648 | CHO-K1 KCNQ1, thallium flux FluxOR fluorescence; stronger effect = higher value;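 active = fluorescence ratio B-score, a plate-corrected score, at least three library SD, with initial intensity B-score within 5 SD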
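assay system = KCNQ1-transfected CHO-K1 cells | medium = assay buffer with matched DMSO | probe or stimulus = depolarizing K+/Tl+ stimulus, K2SO4 and Tl2SO4 each 12.5 mM in 5x stock | dosing = single dose | incubation = dye 90 min, compound 20 min, room temperature | detection = kinetic FluxOR fluorescence, 10 s baseline plus 110 s post-stimulus | evaluation = ratio B score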
KCNQ1 inh: blocks the human KCNQ1 potassium channel; 310,000 compounds, 1.3% hits; B-score at 10 µM; P51787; CHO-K1 KCNQ1, FluxOR thallium flux fluorescence; stronger effect = higher value;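 active = compounds whose thallium flux B-score, printed positive for inhibition, exceeds three library SD while starting fluorescence stays within three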;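 also: channel opened by potassium depolarization with thallium stimulus after 20 min compound exposure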
SKKanGAS inh: blocks kanamycin growth of S. pyogenes SKKanGAS strain | 300,000 compounds, 1.3% hits | BacTiter-Glo, 6 h | inhibition, % at 7.5 µM | AID 1662;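 active = mean replicate score, as percent of positive control median, at least 50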;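 also: strain carries kanamycin resistance gene driven by streptokinase promoter and grows in 40 µg/ml kanamycin; loss of luminescence reflects streptokinase promoter inhibition or plain growth inhibition; 0% = median of DMSO wells and 100% = positive control at its reference dose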
HDAC3 inh: inhibitors of human histone deacetylase 3; inhibition, % at 8.3 µM; AID 2718; 320,000 compounds, 0.15% hits; O15379; recombinant HDAC3, fluorogenic peptide/trypsin coupled, fluorescence; in the data active = inhibition above about 26%, passing the limit was not always enough
hERG rescue: shields human hERG channel from block by proarrhythmic agents; activation (rescue from dofetilide block), less the hit threshold, % at 10 µM; 310,000 compounds, 0.51% hits; Q12809; CHO-hERG, FluxOR thallium flux, dofetilide IC70 present; AID 1511;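 active = activation above the mean of controls blocked by dofetilide plus 5 SD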;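 also: thallium influx through hERG after potassium depolarization seen as dye fluorescence rise; in these data hits start at about 4.7%; inactives centre near -7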
Target sequence (Q12809 whole entry, looked up): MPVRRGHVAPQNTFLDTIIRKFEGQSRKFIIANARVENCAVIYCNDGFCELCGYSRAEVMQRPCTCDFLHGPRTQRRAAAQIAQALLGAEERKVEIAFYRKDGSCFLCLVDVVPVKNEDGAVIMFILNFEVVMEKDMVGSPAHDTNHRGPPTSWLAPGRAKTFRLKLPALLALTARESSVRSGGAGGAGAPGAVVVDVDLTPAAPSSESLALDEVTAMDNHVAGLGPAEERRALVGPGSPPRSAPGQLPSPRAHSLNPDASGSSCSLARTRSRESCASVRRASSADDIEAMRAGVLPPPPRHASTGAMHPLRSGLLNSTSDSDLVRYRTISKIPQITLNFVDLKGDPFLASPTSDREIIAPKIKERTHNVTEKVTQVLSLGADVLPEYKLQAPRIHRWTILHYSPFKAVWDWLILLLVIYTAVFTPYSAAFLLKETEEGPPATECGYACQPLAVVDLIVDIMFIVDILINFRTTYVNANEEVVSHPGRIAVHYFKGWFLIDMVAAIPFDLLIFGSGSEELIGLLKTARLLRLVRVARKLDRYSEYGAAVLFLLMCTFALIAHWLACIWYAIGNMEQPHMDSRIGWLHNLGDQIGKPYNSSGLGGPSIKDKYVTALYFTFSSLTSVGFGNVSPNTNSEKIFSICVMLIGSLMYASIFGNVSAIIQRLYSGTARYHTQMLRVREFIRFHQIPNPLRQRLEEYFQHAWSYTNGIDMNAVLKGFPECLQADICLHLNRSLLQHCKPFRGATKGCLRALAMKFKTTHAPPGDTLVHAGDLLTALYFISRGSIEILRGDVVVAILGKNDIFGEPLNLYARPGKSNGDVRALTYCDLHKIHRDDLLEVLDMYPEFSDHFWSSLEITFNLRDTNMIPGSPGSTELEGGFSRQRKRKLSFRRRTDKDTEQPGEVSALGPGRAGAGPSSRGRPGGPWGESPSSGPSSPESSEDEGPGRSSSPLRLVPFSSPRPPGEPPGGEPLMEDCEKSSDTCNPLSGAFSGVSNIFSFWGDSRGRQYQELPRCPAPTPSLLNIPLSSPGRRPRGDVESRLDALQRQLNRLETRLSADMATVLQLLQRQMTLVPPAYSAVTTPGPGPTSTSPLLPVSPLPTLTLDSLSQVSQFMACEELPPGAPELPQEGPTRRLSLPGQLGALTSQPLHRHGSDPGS
ANO1 block: mouse TMEM16A channel inhibition, primary screen; Q8BHY3; HEK293 TMEM16A/YFP iodide influx fluorescence, ionomycin; normalized B-score (activity score, 25-100; higher = stronger inhibition) at 10 µM; 310,000 compounds, 1.2% hits; AID 588511;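 active = ratio plate-corrected score three or more library SD toward inhibition, starting fluorescence score within five deviations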;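 also: score derived from kinetic fluorescence span divided by baseline fluorescence per well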
KCNK9 inh: human KCNK9 channel inhibition. HEK293 KCNK9, FluxOR thallium flux fluorescence; stronger effect = lower value. B-score at 10 µM. AID 488922. 310,000 compounds, 1.2% hits;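 active = ratio B-score over 3 SD below the library mean, with starting fluorescence within 5 SD of its mean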;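 also: negative B-score means less thallium flux so channel inhibition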
ANO1 activ: mouse TMEM16A channel activation, primary screen. Q8BHY3. HEK293 TMEM16A/YFP-H148Q/I152L, iodide quench fluorescence; stronger effect = lower value. B-score at 10 µM. 340,000 compounds, 0.3% hits. AID 623877;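 active = fluorescence-ratio B-score plate-corrected deviation score at least 3 library SD below zero, with starting fluorescence score within 5 deviations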;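 also: channel opened by trigger with iodide after compound preincubation; score built on the fluorescence ratio of max minus min over baseline; more negative score means more quench and so TMEM16A activation or potentiation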
* hit, by the source's call; i = inactive; / = not tested or not shown.

SMILES	KCNK3 inh	RGS4 inh	RGS4 act	KCNQ1 act	KCNQ1 inh	SKKanGAS inh	HDAC3 inh	hERG rescue	ANO1 block	KCNK9 inh	ANO1 activ
CNc1nc(C(=O)O)nc(N2CCOCC2)n1	i	i	i	i	i	-1.3	1.0	-1.7	i	i	i
COc1ccccc1-c1cc(C(=O)NCc2ccc(Cl)cc2)no1	i	i	i	i	i	-3.4	9.2	-3.3	i	i	i
Cc1ccc(NC(=O)/C=C/c2cccc(C(F)(F)F)c2)cc1	i	i	i	i	i	4.6	14.0	-6.1	i	i	i
CCc1cc2c(CN(C)Cc3ccccc3F)cc(=O)oc2cc1O	-14.7*	i	i	i	i	6.4	-8.9	-20.2	i	-8.47*	i
CCC(NC(=O)OC(C)(C)C)C(=O)Oc1ccc2c3c(c(=O)oc2c1)CCC3 (stereo not given)	i	i	i	i	i	4.3	-306.4	-10.7	i	i	i
COc1ccc(Cc2nnc3c4cnn(C)c4ncn23)cc1	i	i	i	i	i	3.4	-8.9	-11.5	i	i	i
O=C(Cc1csc(NC(=O)Nc2cccc(Cl)c2)n1)NC1CCCC1	i	i	i	i	i	30.9	4.1	-15.8	i	i	i
O=C(c1ccco1)N1CCN(Cc2cc(=O)c(OCc3ccccc3)co2)CC1	i	i	i	i	i	-8.2	-2.1	-6.4	i	i	i
Cc1ccc(S(=O)(=O)Nc2ccccc2C(=O)NCC2CCCO2)cc1 (stereo not given)	/	i	i	i	i	-1.3	/	-8.3	i	i	/
COc1ccc([C@H]2[C@H](C(=O)OC(C)(C)C)N3N=Cc4ccccc4C3C23C(=O)c2ccccc2C3=O)cc1OC (stereo not given in full)	i	i	i	i	i	13.3	2.9	0.9	i	i	i
COc1ccc(Oc2coc3cc(O)ccc3c2=O)cc1	i	i	i	i	i	7.9	2.8	-7.1	i	i	i
Cc1cc(=O)oc2cc(NC(=O)c3cccc(S(=O)(=O)N(C)C)c3)ccc12	i	i	i	i	i	0.3	-10.7	-13.1	i	i	i
CC1(c2ccc3noc(-c4ccc(Cl)cc4)c3c2)OCCO1	i	i	i	i	i	1.9	2.5	2.8	i	i	i
CCCCc1nnc(NC(=O)CSc2nc(N)cc(=O)[nH]2)s1	i	i	i	i	i	4.9	-1.7	-9.8	i	i	i
Cc1cc2ccc(C)c(C)c2nc1SCC#N	i	i	i	i	i	5.9	0.4	-10.9	i	i	i
COc1ccc(-c2[nH]ncc2CNCCc2ncccc2C)cc1F	i	i	i	i	i	-0.4	2.9	-7.3	i	i	i
CN(c1ccccc1)S(=O)(=O)c1ccc(Cl)c(C(=O)Nc2ccc(N3CCOCC3)cc2)c1	i	i	i	i	i	-2.2	3.5	-13.9	i	i	i
CCOC(=O)C1(Cc2ccccc2)CCN(Cc2cccc3c2OCO3)CC1	i	i	i	i	i	5.2	-3.1	-9.8	i	i	i
CC1=CC(C)(C)NC(=S)N1c1ccc(C)cc1C	i	i	i	i	i	-1.7	-6.9	-15.9	i	i	i
Cc1ccc(S(=O)(=O)/N=C/N(C)C)cc1	i	i	i	i	i	-2.4	/	-7.0	i	i	i
O=C(c1c(Cl)cccc1Cl)N1CCN(c2ccccn2)CC1	i	i	i	i	i	-2.8	-3.8	-10.3	i	i	i
O=C(N/N=C/c1cccc(Br)c1)C1CC(=O)N(c2ccccc2)C1 (stereo not given)	i	i	i	i	i	-0.1	1.7	-7.1	i	i	i
COc1cc(S(=O)(=O)NC2CCCC2)ccc1-n1cnnn1	i	i	i	i	i	22.5	-11.4	-4.7	i	i	i
OCC1CCCN(Cc2ccc(-c3ccccc3)cc2)C1 (stereo not given)	i	i	i	i	i	0.2	-0.7	-11.1	i	i	i
O=C(CN1C(=O)NC2(CCCc3ccccc32)C1=O)N1CCN(C(=O)c2ccco2)CC1 (stereo not given)	i	i	i	i	i	-0.8	-0.6	-3.8	i	i	i
O=C(O)CSCC(=O)NCc1csc2ccc(Cl)cc12	i	i	i	i	i	3.8	-0.2	-2.7	i	i	i
COc1ccc(/C=N\NC(=O)COc2ccccc2Cl)cc1Cn1nc(C)cc1C	i	i	i	i	i	-7.6	0.8	0.6	i	i	i
Cc1cc(NC(=O)CCC(=O)N(CC(=O)NC2CCCC2)Cc2ccco2)no1	i	i	i	i	i	0.0	-2.5	-10.6	i	i	i
COCc1c(C(=O)N/N=C/c2ccc(C)o2)nnn1-c1nonc1N	i	i	i	i	i	7.1	14.2	-2.8	i	i	i
O=C(OCN1C(=O)c2ccccc2C1=O)c1ccccc1	i	i	i	i	i	-1.9	-16.9	-5.9	i	i	i
Cc1ccc(CN(Cc2ccccc2)C(=S)Nc2ccccc2C)o1	i	i	i	i	i	6.4	-1.9	-2.2	i	i	i
O=C(NCCc1csc(-c2ccccc2)n1)c1ccccc1F	i	i	i	i	i	-3.4	/	-17.8	i	i	i
O=C(Nc1cccc(F)c1)C1CCCN1S(=O)(=O)c1cccc2cccnc12 (stereo not given)	i	i	i	i	i	2.0	4.6	-6.3	i	i	i
CCc1ccc(C(=O)Nc2ccc(S(=O)(=O)Nc3nc(C)cc(C)n3)cc2)o1	i	i	i	i	i	3.2	4.2	0.9	i	i	i
COc1cc(C(=O)Nc2ccc(N(C)C)cc2)cc(OC)c1OC	i	i	i	i	i	-5.1	15.5	1.6	i	i	i
CC1(C)S[C@@H]2[C@H](NC(=O)COc3ccccc3)C(=O)N2C1C(=O)OCC1CCCCC1 (stereo not given in full)	i	i	i	i	i	64.0*	5.3	-11.7	i	i	i
O=C(COC(=O)C1CCC1)NCCc1ccc(Cl)cc1Cl	i	i	i	i	i	-5.1	-1.6	-6.4	i	i	i
CC(Nc1cc(N2CCN(C(=O)C(C)(C)C)CC2)ccc1[N+](=O)[O-])c1ccccc1 (stereo not given)	i	i	i	i	i	11.8	-2.6	-14.7	i	i	i
COCC(C)n1c(C)cc(C(=O)CSc2cc(C)c3ccccc3n2)c1C (stereo not given)	i	i	i	i	i	2.1	-0.4	-5.7	i	i	i
Cn1nc(C(C)(C)C)cc1C(=O)Sc1cccc(Br)c1	i	i	i	i	i	-3.4	-1.5	-5.9	i	i	i
O=C(Cc1ccc(Br)cc1)OCC(=O)c1ccc2c(c1)OCCO2	i	i	i	i	i	-19.1	6.3	-2.8	i	i	i
Cc1oc(-c2ccccc2F)nc1CS(=O)CC(=O)NCc1ccc(F)cc1 (stereo not given)	i	i	i	i	i	-15.7	/	-3.6	i	i	i
CCC(=O)Oc1ccc(C(=O)Nc2ccc3c(c2)C(=O)N(C2CCCCC2)C3=O)cc1	i	i	i	i	i	10.8	3.9	-15.0	i	i	i
COCCN(C(=O)COC(=O)CCC1CCCC1)c1c(N)n(Cc2ccccc2)c(=O)[nH]c1=O	i	i	i	i	i	-6.7	-3.3	-10.0	i	i	i
Cc1noc(C)c1C(=O)NCc1ccccc1F	i	i	i	i	i	0.3	5.6	-14.1	i	i	i
COc1ccc(NC(=O)/C(C#N)=C/c2ccc[nH]2)c(OC)c1	i	i	i	i	i	-1.7	/	-5.9	i	i	i
O=C1CCCN1c1cc(Cl)ccc1Cl	i	i	i	i	i	2.2	-3.1	-9.5	i	i	i
CCOC(=O)C1=C(C)N(CC(C)C)C(=O)/C1=C\c1cccs1	i	i	i	i	i	-9.6	11.4	-2.5	i	i	i
O=C(CCc1ccc(S(=O)(=O)NC2CCCCC2)cc1)NCc1ccc(Cl)cc1	i	i	i	i	i	-1.2	2.3	-6.1	i	i	i
CCN(CC)C(=O)c1ccc2c(c1)N(Cc1ccccc1)C(=O)CS2=O (stereo not given)	i	i	i	i	i	-2.8	4.1	-6.5	i	i	i
Cc1ccc(S(=O)(=O)N2CCN(CC(O)COc3ccccc3)CC2)cc1 (stereo not given)	i	i	i	i	i	8.1	4.6	-4.6	i	i	i
CC(=O)NNc1cc(C)nc(NS(=O)(=O)c2ccc(C)cc2)n1	i	i	i	i	i	0.0	-8.1	-10.5	i	i	i
O=C(OCCCN=C1NS(=O)(=O)c2ccccc21)c1ccc(F)cc1	i	i	i	i	i	6.3	7.9	-9.9	i	i	i
Cc1ncc([N+](=O)[O-])n1CC(=O)NCc1ccccc1	i	i	i	i	i	/	2.8	-10.2	i	i	i
COc1ccc(OC)c(N2C(=O)C(Cl)=C(N3CCOCC3)C2=O)c1	i	i	i	i	i	-10.4	-3.5	-7.8	i	i	i
NC(=O)C1CCN(C(=O)CC2(CC(=O)O)CCCC2)CC1	i	i	i	i	i	10.1	-1.0	-7.5	i	i	i
COC(=O)C1=C(CN2CCN(C)CC2)NC(=O)NC1c1cc(C)ccc1C (stereo not given)	i	i	i	i	i	2.5	-0.3	-8.4	i	i	i
COCCn1c(SCC(=O)NCc2cccs2)nnc1-c1ccc(OC)cc1	i	i	i	i	i	-2.2	-12.3	-7.9	i	i	i
CN(CC(=O)Nc1ccccc1Cl)C(=O)CSc1nc2ccccc2s1	i	i	i	i	i	-7.9	-1.0	-8.0	i	i	i
CC(C)=CC(=O)OCc1cc([N+](=O)[O-])cc2c1OCOC2	i	i	i	i	i	-1.0	-7.1	-13.5	i	i	i
Other results follow:
SMILES	KCNK3 inh	RGS4 inh	RGS4 act	KCNQ1 act	KCNQ1 inh	SKKanGAS inh	HDAC3 inh	hERG rescue	ANO1 block	KCNK9 inh	ANO1 activ
COC(=O)C1CCN(C(=O)NC2CC(=O)N(c3ccc4c(c3)OCCO4)C2)CC1 (stereo not given)	i	i	i	i	i	-4.4	-15.3	-10.0	i	i	i
COc1ccc(Cc2noc(CN3CCN(Cc4cccc(Cl)c4)CC3)n2)cc1OC	i	i	i	i	i	-15.5	3.5	-5.6	i	i	i
CN(CC(=O)Nc1ccc(S(N)(=O)=O)cc1)C1CCCCC1	i	i	i	i	i	-1.8	-12.8	-3.2	i	i	i
CCOc1ccc(NC(=O)CCSc2ccc(C)cc2)cc1	i	i	i	i	i	-3.1	0.0	-3.9	i	i	i
c1ccc(-c2nc(Sc3ncnc4c3cnn4-c3ccccc3)n[nH]2)cc1	/	i	i	i	i	1.9	-4.9	-7.7	i	i	/
CS(=O)(=O)c1ccc(Cl)c(NC(=O)c2cc(=O)[nH]c3ccc(S(=O)(=O)N4CCOCC4)cc23)c1	i	i	i	i	i	0.4	2.7	-11.1	i	i	i

Compound activity deposited in PubChem BioAssay by several laboratories.
